Anthrax LF inh2: blocks Bacillus anthracis lethal factor protease; P15917; multiplex microsphere protease cleavage assay, LF; inhibition, % at 10 µM; 360,000 compounds, 0.12% hits; AID 588501; note: plate controls were buffer without enzyme for full effect and enzyme alone for no effect
Target sequence (P15917 whole entry, looked up): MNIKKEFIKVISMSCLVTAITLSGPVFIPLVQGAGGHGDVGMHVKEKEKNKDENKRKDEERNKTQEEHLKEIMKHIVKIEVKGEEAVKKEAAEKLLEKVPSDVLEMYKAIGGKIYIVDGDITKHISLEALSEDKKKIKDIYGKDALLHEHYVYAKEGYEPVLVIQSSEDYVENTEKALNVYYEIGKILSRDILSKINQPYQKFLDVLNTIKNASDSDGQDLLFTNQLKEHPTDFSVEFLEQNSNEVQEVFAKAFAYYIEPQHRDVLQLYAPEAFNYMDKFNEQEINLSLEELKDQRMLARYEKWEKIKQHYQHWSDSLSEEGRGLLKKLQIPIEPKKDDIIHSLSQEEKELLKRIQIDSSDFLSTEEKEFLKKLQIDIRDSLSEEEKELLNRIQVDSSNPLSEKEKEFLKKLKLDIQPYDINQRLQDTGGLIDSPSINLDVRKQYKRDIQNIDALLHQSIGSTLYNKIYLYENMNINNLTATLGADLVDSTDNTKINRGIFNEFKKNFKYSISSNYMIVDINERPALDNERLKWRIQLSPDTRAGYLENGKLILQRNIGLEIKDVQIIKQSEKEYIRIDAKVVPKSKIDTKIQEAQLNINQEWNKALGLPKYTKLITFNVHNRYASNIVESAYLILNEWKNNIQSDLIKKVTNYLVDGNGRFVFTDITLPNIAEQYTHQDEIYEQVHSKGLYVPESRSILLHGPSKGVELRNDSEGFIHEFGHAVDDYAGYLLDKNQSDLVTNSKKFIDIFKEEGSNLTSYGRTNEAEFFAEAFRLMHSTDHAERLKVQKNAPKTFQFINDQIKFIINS
PfHsp40 rescue: compounds rescuing yeast from Plasmodium falciparum HSP40 toxicity; S. cerevisiae expressing PfHsp40, growth rescue, ATP luminescence; growth rescue, % at 12.5 µM; 340,000 compounds, 0.68% hits; AID 504582; in the data active = growth rescue above about 28%, passing the limit was not always enough; inconclusive = no clear call, values can overlap the other calls;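 note: yeast W303a lacking pdr1 and pdr3 grown in galactose medium; growth measured after three days at 30 °C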
BoNT A protease: BoNT A light chain protease inhibition; inhibition, % at 10 µM; multiplex microsphere protease substrate cleavage, flow cytometry; AID 588499; 360,000 compounds, 0.17% hits; note: plate controls were buffer without enzyme for full effect and enzyme alone for no effect
FadD28 binding: M. tuberculosis FadD28 bisubstrate binding inhibition; inhibition, % at 12.5 µM; 360,000 compounds, 0.22% hits; AID 588549; FadD28 bisubstrate probe binding, fluorescence polarization; in the data active = inhibition above about 8.5%, passing the limit was not always enough; inconclusive = no clear call, values can overlap the other calls
PrPC surface inh: inhibitors of human cell surface prion protein PrPC; P04156; AID 720596; TR-FRET read-out; 370,000 compounds, 0.43% hits; inhibition, % at 13.8 µM; in the data active = inhibition above about 24%; note: 0% = median of the test wells and 100% = reference compound wells
BoNT F protease: blocks Botulinum neurotoxin F light chain protease; Multiplex microsphere protease cleavage assay, flow cytometry; inhibition, % at 10 µM; 360,000 compounds, 0.22% hits; AID 588497; in the data active = inhibition above about 35%, passing the limit was not always enough; inconclusive = no clear call, values can overlap the other calls; note: plate controls were buffer without enzyme for full effect and enzyme alone for no effect
CCHFV vOTU inh: CCHFV vOTU protease inhibition | Pep-AMC fluorescence | inhibition, % at 11.5 µM | 370,000 compounds, 0.55% hits | AID 651958; in the data active = inhibition above about 30%; note: 0% = vehicle wells with enzyme and 100% = no enzyme wells
TcdB inh: inhibitors of Clostridioides difficile toxin B glycohydrolase. P18177. TcdB glycohydrolase enzymatic assay, plate reader. inhibition, % at 9.99 µM. 350,000 compounds, 0.24% hits. AID 652162; in the data active = inhibition above about 10%
Yp Topo-I inh: blocks Yersinia pestis topoisomerase I activity. 360,000 compounds, 0.064% hits. AID 504884. activity, % at 10 µM. Y. pestis Topo-I cleavage product accumulation, plate reader; in the data active = activity above about 50%, passing the limit was not always enough; inconclusive = no clear call, values can overlap the other calls; note: inactives centre near 2
* hit, by the source's call; ? = inconclusive; / = no result given. Cut-off read from the data, not from the text of the source, unless noted: active = inhibition above about 30%; inconclusive = no clear call, values can overlap the other calls; inactive = below that.

1	O=C(O)[C@H](Cc1ccccc1)NC(=O)N1CCC(Cc2ccccc2)CC1
2	O=C1CCN(Cc2ccccc2)S(=O)(=O)c2c(F)cc(F)cc21
3	COc1ccc2nc(Nc3nc(C)c(CCC(C)C)c(=O)[nH]3)nc(C)c2c1
4	COc1cccc(CN(C)C(=O)CSc2nc3ccccc3[nH]2)c1OC
5	O=c1[nH]c(=S)n(-c2ccccc2Cl)c(O)c1C=NCCN1CCNCC1
6	CCc1sc(C(=O)Nc2nc(C)cs2)cc1C
7	Clc1cccc(CNCCNCc2cccc(Cl)c2)c1
8	CC1(Cc2ccc(OC(F)(F)F)cc2)C(=O)Nc2ccc(S(=O)(=O)NC3CCCCC3)cc21 (stereo not given)

Assay by compound,1,2,3,4,5,6,7,8
Anthrax LF inh2,-8,-11,-1,0,-20,-4,-4,-5
PfHsp40 rescue,1.6,-0.8,0.0,-0.5,-1.1,0.7,-1.1,/
BoNT A protease,-0.2,-0.2,?,-1.2,-5.4,-2.6,-1.1,-0.5
FadD28 binding,-2.1,-3.7,-3.4,0.7,-2.3,-3.8,-4.1,-5.9
PrPC surface inh,-6,5,-9,4,-7,8,0,36*
BoNT F protease,2,6,4,0,13,-3,-18,-6
CCHFV vOTU inh,5,-5,-13,3,6,10,-1,28
TcdB inh,-1.1,0.9,/,2.1,0.3,2.1,0.7,0.7
Yp Topo-I inh,2,8,8,7,3,-10,5,9

Not a retest: an excerpt of the list.
7	Clc1cccc(CNCCNCc2cccc(Cl)c2)c1
8	CC1(Cc2ccc(OC(F)(F)F)cc2)C(=O)Nc2ccc(S(=O)(=O)NC3CCCCC3)cc21 (stereo not given)

Assay by compound,7,8
Anthrax LF inh2,-4,-5
PfHsp40 rescue,-1.1,/
BoNT A protease,-1.1,-0.5
FadD28 binding,-4.1,-5.9
PrPC surface inh,0,36*
BoNT F protease,-18,-6
CCHFV vOTU inh,-1,28
TcdB inh,0.7,0.7
Yp Topo-I inh,5,9

Profiles as entered above. Order of screens: Anthrax LF inh2 | PfHsp40 rescue | BoNT A protease | FadD28 binding | PrPC surface inh | BoNT F protease | CCHFV vOTU inh | TcdB inh | Yp Topo-I inh
Results for `Clc1cccc(CNCCNCc2cccc(Cl)c2)c1` → -4 | -1.1 | -1.1 | -4.1 | 0 | -18 | -1 | 0.7 | 5
Results for `O=c1[nH]c(=S)n(-c2ccccc2Cl)c(O)c1C=NCCN1CCNCC1` → -20 | -1.1 | -5.4 | -2.3 | -7 | 13 | 6 | 0.3 | 3
Results for `CCc1sc(C(=O)Nc2nc(C)cs2)cc1C` → -4 | 0.7 | -2.6 | -3.8 | 8 | -3 | 10 | 2.1 | -10

Additional results follow.
9	CCC(O)(c1ccccc1)C(CN1CCOCC1)c1ccccc1 (stereo not given)
10	O=C(O)CCCN=C1NC2(CCCC2)Cc2ccccc21
11	CSCC[C@H](NC(=O)OC(C)(C)C)C(=O)N/N=C/c1cc2ccc(C)cc2nc1Cl
12	Cc1ccc(C)c(NC(=O)CSc2cccc3cccnc23)c1
13	COc1cccc(CC2(CO)CCCN(Cc3ccc(OC)c(C)c3OC)C2)c1 (stereo not given)
14	O=C(Cn1c(=O)oc2ccccc21)Nc1nnc(N2CCCCCC2)s1
15	COc1ccc(C)c2sc(NC(=O)C3CC3)nc12
16	O=Cc1cc([N+](=O)[O-])ccc1N1CCOCC1

Assay by compound,9,10,11,12,13,14,15,16
Anthrax LF inh2,0,3,-1,-4,2,0,-6,0
PfHsp40 rescue,-1.4,0.0,-0.2,-1.3,-0.6,0.2,1.2,-0.1
BoNT A protease,-0.5,0.8,-0.2,0.9,1.2,-0.5,0.1,-0.5
FadD28 binding,-0.1,-1.8,-4.6,-1.3,0.0,-2.8,-2.2,-3.2
PrPC surface inh,-2,4,1,7,-5,8,-8,-23
BoNT F protease,-8,0,-4,1,15,-8,-10,-3
CCHFV vOTU inh,-7,4,23,-12,-3,10,1,3
TcdB inh,1.1,/,/,0.4,1.0,1.0,0.5,0.0
Yp Topo-I inh,14,-3,13,11,3,3,3,-3

Copied from the list.
FadD28 binding result of O=C(Cn1c(=O)oc2ccccc21)Nc1nnc(N2CCCCCC2)s1 reads -2.8
CCHFV vOTU inh result of Cc1ccc(C)c(NC(=O)CSc2cccc3cccnc23)c1 reads -12

Next section:
17	O=C(O)CC(NC(=O)Cc1ccc([N+](=O)[O-])cc1)c1ccc2c(c1)OCO2 (stereo not given)
18	Cc1cccn2c(=O)c3cc(S(=O)(=O)c4ccccc4)c(=N)n(Cc4cccnc4)c3nc12
19	O=C1CC(c2ccco2)Sc2nc3ccccc3n21 (stereo not given)
20	CCCc1nc2nc(C)c(NS(=O)(=O)c3ccc4c(c3)CCCC4)c(=O)n2[nH]1
21	COc1ccc(C(=O)O/N=C(\N)c2ccc(OC)c(OC)c2)cc1
22	COc1ccc(NC(=O)N2CCN(S(C)(=O)=O)CC2)cc1OC
23	O=C(NCC1CCCO1)c1cccc(Oc2ccc([N+](=O)[O-])cc2Cl)c1 (stereo not given)
24	Cc1ccc(C(=O)CSc2nc3ccccc3c(=O)[nH]2)cc1

Assay by compound,17,18,19,20,21,22,23,24
Anthrax LF inh2,-5,2,-2,1,-19,-1,-4,-8
PfHsp40 rescue,-0.1,0.5,-0.9,5.9,-1.0,1.1,?,-1.6
BoNT A protease,-0.8,-2.7,1.2,-2.4,-1.8,-1.2,-0.1,2.8
FadD28 binding,-2.2,0.0,-0.2,-2.8,-3.3,0.1,-0.9,-1.5
PrPC surface inh,-8,-3,12,9,2,-4,-17,7
BoNT F protease,2,5,4,-22,-10,-2,5,4
CCHFV vOTU inh,1,-12,6,-3,-2,-8,-3,22
TcdB inh,1.5,0.9,/,1.5,1.2,/,3.6,/
Yp Topo-I inh,2,2,1,-6,3,-9,0,29

25	c1ccc(-c2nnc3sc(-c4cc5ccccc5o4)nn23)cc1
26	CCCCn1nnc(NC(=S)NC(=O)c2ccc(OCC)c([N+](=O)[O-])c2)n1
27	CCOC(=O)[C@H]1[C@H]2COc3ccccc3[C@@H]2N2C(=O)c3c(C)cc(C)cc3NC(=O)[C@@]12C
28	NC(=O)COc1ncn(-c2ccccc2)n1
29	C=C1C(=O)OC2C1CCC(C)C1C=CC(=O)C12C (stereo not given)
30	NC(N)=Nc1ccc2[nH]c3c(c2c1)C[C@@]1(O)[C@H]2Cc4ccc(O)c5c4[C@@]1(CCN2CC1CC1)[C@H]3O5
31	Clc1ccccc1OCc1nc(-c2ccc(Br)o2)no1
32	CN1CCN(C(=O)Cn2c(C(F)(F)F)nc3ccccc32)CC1

Assay by compound,25,26,27,28,29,30,31,32
Anthrax LF inh2,2,-1,-2,4,2,-20,-2,-3
PfHsp40 rescue,-0.7,2.2,1.1,-0.7,0.1,0.3,-1.3,-1.0
BoNT A protease,-0.5,0.4,-0.3,0.3,0.0,0.7,-0.5,0.0
FadD28 binding,-1.7,-0.8,-1.7,0.7,-1.0,-0.3,-1.0,-3.1
PrPC surface inh,5,-8,13,1,0,/,-4,14
BoNT F protease,-4,-1,8,-7,8,-13,-3,13
CCHFV vOTU inh,-19,-1,4,-7,1,/,2,11
TcdB inh,/,-1.5,1.3,0.4,-0.1,/,0.9,/
Yp Topo-I inh,4,-1,-13,5,3,2,9,1

33	COc1cc(OC)c(C(=O)Nc2cccnc2)cc1OC
34	O=C(c1ccccc1)N(CCN1CCOCC1)C1(C(=O)Nc2ccccc2)CCCCC1
35	COc1ccc(NC(=O)Cn2nnc(C(=O)Nc3ccccc3C)c2N)cc1
36	O=C(COc1cccnc1[N+](=O)[O-])Nc1cccc(S(=O)(=O)N2CCCCC2)c1
37	O=S(=O)(Nc1cccc(-c2ccc(N3CCCCCC3)nn2)c1)c1ccccc1Cl
38	CCN1CCN(C(=O)/C=C\C(=O)O)CC1
39	NS(=O)(=O)c1cccc(NC(=O)c2cccc(N3C(=O)c4ccccc4C3=O)c2)c1
40	COc1ccc(N2CCN(C(=S)NCCc3ccccc3)CC2)cc1

Assay by compound,33,34,35,36,37,38,39,40
Anthrax LF inh2,2,8,0,0,-3,0,-1,-10
PfHsp40 rescue,-1.3,-0.5,0.2,-0.2,1.2,1.4,0.1,2.6
BoNT A protease,0.8,0.0,-0.4,-0.3,-0.3,0.0,-0.6,-1.4
FadD28 binding,-0.7,1.2,-0.3,-1.6,-2.2,-1.7,0.1,1.3
PrPC surface inh,-9,-1,-1,-2,4,-4,6,5
BoNT F protease,-15,-4,-2,-3,-7,1,-11,-9
CCHFV vOTU inh,0,1,-12,0,19,-11,10,18
TcdB inh,2.0,/,0.8,-0.4,0.2,/,0.5,/
Yp Topo-I inh,-4,-2,2,-3,26,0,-1,-12

Another view of some results above.
Value order – Anthrax LF inh2	PfHsp40 rescue	BoNT A protease	FadD28 binding	PrPC surface inh	BoNT F protease	CCHFV vOTU inh	TcdB inh	Yp Topo-I inh
38) CCN1CCN(C(=O)/C=C\C(=O)O)CC1
    0	1.4	0.0	-1.7	-4	1	-11	/	0
36) O=C(COc1cccnc1[N+](=O)[O-])Nc1cccc(S(=O)(=O)N2CCCCC2)c1
    0	-0.2	-0.3	-1.6	-2	-3	0	-0.4	-3
33) COc1cc(OC)c(C(=O)Nc2cccnc2)cc1OC
    2	-1.3	0.8	-0.7	-9	-15	0	2.0	-4

(further entries)
41	Cc1cccc(-n2c(C)cc(C=C3C(=O)c4ccccc4C3=O)c2C)c1
42	C=C1C2(C(=O)NCc3ccco3)CCC(C2)C1(C)C (stereo not given)
43	Cc1ccc(-c2nc3ccccn3c2Nc2ccccc2)o1
44	CCN(C(=O)COC(=O)CCCOc1ccc(Cl)cc1C)c1c(N)n(Cc2ccccc2)c(=O)[nH]c1=O
45	O=C(COC(=O)c1ccc(CNS(=O)(=O)c2ccc(F)c(Cl)c2)cc1)NC1CCCCCCC1

Assay by compound,41,42,43,44,45
Anthrax LF inh2,8,-4,0,0,-1
PfHsp40 rescue,0.5,-0.1,-0.7,0.2,-0.5
BoNT A protease,6.9,0.8,2.0,-0.6,-0.6
FadD28 binding,-2.6,-0.7,0.5,-2.7,-1.2
PrPC surface inh,-8,-3,3,1,8
BoNT F protease,-7,25,26,-11,-2
CCHFV vOTU inh,-7,6,-155,-3,1
TcdB inh,/,/,4.7,0.2,/
Yp Topo-I inh,5,14,-7,28,10

From PubChem
